Screening data as filed in PubChem BioAssay.
Hck Nef HTS: inhibitors of Nef-activated human Hck kinase, primary screen, biochemical, Z-Lyte FRET, 384-well, Hck-YEEI; Tyrosine-protein kinase HCK (Homo sapiens), P08631; Recombinant Hck-YEEI plus Nef, Z-Lyte FRET kinase assay; inhibition, % at 20 µM; 220,000 compounds, 0.68% hits; AID 463187, 2010;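 active = Hck-Nef kinase inhibition above about 50%, limit read from the data; inactive = inhibition below that limit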;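 also: 0% = DMSO with Hck plus Nef and 100% = Hck alone without Nef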
eIF4E-4G inh: eIF4E–eIF4G protein interaction inhibitors, primary screen, biochemical, uHTS, TR-FRET, eIF4GI fragment. inhibition, % at 21.7 µM. TR-FRET eIF4E-eIF4GI(517-606) binding, 2 h. 220,000 compounds, 0.37% hits. Eukaryotic translation initiation factor 4E (Mus musculus) + Eukaryotic translation …;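 active = inhibition above about 30%, limit read from the data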;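 also: 0% = full FRET control wells and 100% = background wells lacking eIF4GI fragment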
m-calpain inh: inhibitors of pig calpain II, primary screen, biochemical, fluorogenic peptide substrate, 1536-well. 220,000 compounds, 0.37% hits. inhibition, % at 16 µM. purified calpain II, 30 min;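 active = inhibition above about 50%, limit read from the data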
zVAD death inh: inhibitors of zVAD-triggered necroptosis, primary screen, L929 cells; 220,000 compounds, 0.38% hits; L929 zVAD necroptosis rescue, ATP luminescence, 24 h; with zVAD 60 µM; viability rescue, % at 10 µM;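 active = activation, scaled between plate controls, above about 75%, limit read from the data; inactive = activation under that limit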;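 also: 0% = zVAD with DMSO and 100% = DMSO alone without zVAD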
14-3-3 Bad inh: inhibitors of 14-3-3 zeta/Bad binding, primary screen, biochemical, TR-FRET, bovine 14-3-3 zeta | 14-3-3 protein zeta/delta (Bos taurus), P63103 | TR-FRET 14-3-3zeta/Dy647-pBad peptide displacement, 1 h | inhibition, % at 21.7 µM | 220,000 compounds, 0.71% hits;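 active = inhibition above about 70%, limit read from the data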;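 also: 0% = full 14-3-3 plus peptide FRET controls and 100% = background without 14-3-3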
Target sequence (P63103 whole entry, looked up): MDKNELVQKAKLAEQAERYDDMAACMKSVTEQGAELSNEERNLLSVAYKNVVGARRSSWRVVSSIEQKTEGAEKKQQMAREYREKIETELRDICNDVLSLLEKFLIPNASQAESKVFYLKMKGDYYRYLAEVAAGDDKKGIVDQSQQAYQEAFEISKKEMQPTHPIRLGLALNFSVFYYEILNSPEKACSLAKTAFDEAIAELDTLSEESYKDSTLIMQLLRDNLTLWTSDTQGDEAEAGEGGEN
Tb hexokinase: Trypanosoma brucei hexokinase 1 inhibitors, primary screen, biochemical, G6PDH-coupled NADH absorbance, MLSCN library; recombinant TbHK1, G6PDH-coupled NADH A340; 220,000 compounds, 0.11% hits; inhibition, % at 10 µM;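 active = inhibition of 50% or more in the single-dose primary screen; inactive = inhibition below 50%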
Rad51 HR inh: human RAD51 strand exchange inhibitors, primary screen, biochemical, fluorescence; hRad51 DNA strand exchange, fluorescence dequenching; 200,000 compounds, 0.085% hits; inhibition, % at 10 µM;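 active = inhibition above 40% at the single screening dose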;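 also: 0% = DMSO control wells and 100% = blanks with heterologous ssDNA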
Target sequence (Q06609 whole entry, looked up): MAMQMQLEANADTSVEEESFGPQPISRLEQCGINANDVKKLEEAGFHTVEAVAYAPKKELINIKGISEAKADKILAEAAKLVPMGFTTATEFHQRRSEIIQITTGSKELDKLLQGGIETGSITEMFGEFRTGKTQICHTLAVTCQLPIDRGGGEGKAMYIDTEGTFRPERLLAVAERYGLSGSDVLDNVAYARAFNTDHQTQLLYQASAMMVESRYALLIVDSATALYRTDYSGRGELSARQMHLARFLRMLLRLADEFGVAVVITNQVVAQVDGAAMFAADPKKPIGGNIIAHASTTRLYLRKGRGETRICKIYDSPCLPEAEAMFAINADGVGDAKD
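Material: human Rad51–ssDNA filaments; Probe or stimulus: labelled 47-mer dsDNA for strand exchange; Doses: single 10 µM dose; Incubation: 37 °C 15-min filament assembly, 30-min compound preincubation, 15-min exchange; Technique: FRET fluorescence dequenching, excitation 485 nm, emission 520 nm; Measure: Fluorescence-based percent inhibition, control- and blank-normalised; Benchmarks: plate control and blank wells.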
EP2 modulator: EP2 receptor modulators, cAMP readout, primary screen, cell-based, HTRF cAMP, PGE2 stimulation; EP2-expressing cells, cAMP HTRF FRET, PGE2 co-stimulation; induction, % at 25 µM; 260,000 compounds, 0.83% hits;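 active = compounds whose cAMP rise, as percent of the full-agonist control response, exceeds 60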;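 also: rat C6 glioma line stably carrying human EP2 under a CMV promoter; the protocol text gives 20 µM as final concentration; 100% = response of wells given 1 µM PGE2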
Target sequence (P43116 whole entry, looked up): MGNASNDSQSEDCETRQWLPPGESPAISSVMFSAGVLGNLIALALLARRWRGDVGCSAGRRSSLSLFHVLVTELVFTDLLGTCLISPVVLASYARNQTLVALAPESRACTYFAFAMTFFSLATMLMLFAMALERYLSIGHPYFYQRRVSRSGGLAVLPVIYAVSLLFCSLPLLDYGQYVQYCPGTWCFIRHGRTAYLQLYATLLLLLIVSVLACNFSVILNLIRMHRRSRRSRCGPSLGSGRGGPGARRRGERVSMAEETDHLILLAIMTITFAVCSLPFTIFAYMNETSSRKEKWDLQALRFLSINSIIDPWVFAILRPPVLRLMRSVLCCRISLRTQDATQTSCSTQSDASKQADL
EP2 antag: human EP2 receptor antagonists, primary screen, TR-FRET cAMP, C6 glioma cells. Prostaglandin E2 receptor EP2 subtype (Homo sapiens), P43116. C6 glioma cells expressing human EP2; cells stimulated with saturating PGE2. inhibition, % at 25 µM. 260,000 compounds, 0.52% hits;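 active = percent inhibition above 40 after rounding to a whole number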;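 also: rat C6 glioma host cells with rolipram phosphodiesterase inhibitor present; the protocol text gives 20 µM as final concentration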
An asterisk follows results filed as active; . = no result given; & = joins results of further samples; [ ] = another dose, or the depositor's remark. Some of the compounds tested; the hit share may differ from the screen's.

SMILES	Hck Nef HTS	eIF4E-4G inh	m-calpain inh	zVAD death inh	14-3-3 Bad inh	Tb hexokinase	Rad51 HR inh	EP2 modulator	EP2 antag
Cc1ccccc1N(C)C(=O)c1coc(=O)c2ccccc12	-1	0	11	0.0	5	-3	-1	-3	6
COc1cc2[nH]c(=S)n(CC3CCCO3)c(=O)c2cc1OC (stereo not given)	1	-3	6	0.0	-7	-13	14	3	18
CC(=O)c1cccc(NC(=S)N2CCC(Cc3ccccc3)CC2)c1	6	4	11	-0.5	-19	-4	27	-39	6
COc1cccc(CC(=O)Nc2nc(-c3cc(OC)ccc3OC)cs2)c1	-32	1	11	0.7	-2	8	-7	-20	5
CCCCCCCCNc1nc(Cl)nc(NCc2ccco2)n1	4	26	-8	1.4	5	-5	7	-11	4
Cc1nn(Cc2ccccc2Cl)c(C)c1N	1	1	-4	0.0	-18	-3	.	14	.
O=C(CSc1cccc2cccnc12)N/N=C/c1ccncc1	27	-1	-47	7.1	-9	-3	18	-22	7
Cc1nn(-c2ccccc2)c(C)c1/C=N/NC(=O)c1cc(C(C)(C)C)[nH]n1	1	0	14	0.7	-3	-12	3	-17	25
O=C(CN1CCN(S(=O)(=O)c2ccc3ccccc3c2)CC1)NC(=O)NC1CCCCC1	0	1	-9	-0.1	0	-12	-5	5	8
Cc1ccc(-n2ncc3c(=O)[nH]c(SCC(=O)N4CCCC4)nc32)cc1C	-4	6	1	.	-2	2	.	-1	3
COc1ccccc1N1CCN(C(=O)c2ccc3[nH]c4c(c3c2)CC(C)CC4)CC1 (stereo not given)	-1	-3	-22	6.8	-13	28	0	-72	7
CN1CCN(c2ccc(C(=O)c3cn(-c4ccc(F)c(Cl)c4)nn3)cc2)CC1	3	-8	-192	1.3	76*	3	-7	-9	7
CC1CCCN(S(=O)(=O)c2ccc3c(c2)n(C)c(=O)c(=O)n3C)C1 (stereo not given)	9	4	-12	0.2	-2	-9	-32	-14	5
COc1cccc(-c2cc(C(=O)O)[nH]n2)c1	-1	-2[fluorescence artefact?]	-3	-0.1	-15[fluorescence artefact?]	-5	3	1	10
CC(C)(C)OC(=O)N1CCC[C@H]1C(=O)N/N=C/c1ccc2nccnc2c1	4	-2	-15	2.9	-2	-30	-2	-14	11

Two entries from above, with two lines to a compound:
The line under a structure holds: Hck Nef HTS	eIF4E-4G inh	m-calpain inh	zVAD death inh	14-3-3 Bad inh	Tb hexokinase	Rad51 HR inh	EP2 modulator	EP2 antag
CC1CCCN(S(=O)(=O)c2ccc3c(c2)n(C)c(=O)c(=O)n3C)C1 (stereo not given)
  9	4	-12	0.2	-2	-9	-32	-14	5
COc1cccc(-c2cc(C(=O)O)[nH]n2)c1
  -1	-2[fluorescence artefact?]	-3	-0.1	-15[fluorescence artefact?]	-5	3	1	10

Next records follow:
SMILES	Hck Nef HTS	eIF4E-4G inh	m-calpain inh	zVAD death inh	14-3-3 Bad inh	Tb hexokinase	Rad51 HR inh	EP2 modulator	EP2 antag
CCOC(=O)c1cccc(NC2c3ccccc3C(=O)N2Cc2ccco2)c1 (stereo not given)	18	5	6	0.1	8	-10	1	20	11
C#CCOCCOCCOCCNc1nc(N2CCN(C(=O)[C@H]([C@@H](C)CC)n3cc([C@@H](N)CC(C)C)nn3)CC2)nc(N2CCN(C(=O)[C@H](Cc3cc4ccccc4[nH]3)n3cc([C@@H](N)CC(C)C)nn3)CC2)n1	25	-6	-51	-0.7	9	2	0	-12	10
S=C(c1ccc(N2CCOCC2)cc1)N1CCCCC1	1	-7	-20	0.1	7	-5	0	14	11
CCCC1CCC(C(=O)Nn2c(C)nc3ccccc3c2=O)CC1 (stereo not given)	1	0	-11	-0.2	3	-2	1	12	6
COC(=O)Cc1csc(Nc2ccc(Cl)cc2)n1	4	5	3	0.9	-14[fluorescence artefact?]	2	-20	-20	6
Cc1ccc(C2=NN(CCC(=O)NCc3ccc4c(c3)OCO4)C(=O)CC2)cc1	0	-3	-1	0.7	-11	26	4	6	7
O=c1c(Cc2ccc(Cl)cc2)c(O)ccn1Cc1cccs1	-8	2	-2	0.1	-15	-2	10	33	10
COc1ccc(C2C3(C#N)C(N)=NC(OC)(OC)C23C#N)cc1 (stereo not given)	27	0	-12	-1.4	-16	-4	3	-6	13
CCN(CC)CCCOc1ccc(Cl)c(Cl)c1	-1	1	10	-0.3	34[fluorescence artefact?]	0	3	-2	4
O=C(NCc1ccccc1)NC1CCCCC1	2	-9	5	0.1	-6	-2	-6	7	14
CC(C)CCN(C(=O)COc1ccc(C#N)cc1)c1c(N)n(Cc2ccccc2)c(=O)[nH]c1=O	13	-2	11	-1.6	-12	-1	.	-10	8
CC1Cc2ccccc2N1C(=O)COC(=O)CCc1nc2ccccc2c(=O)[nH]1 (stereo not given)	-2	4	-10	0.9	-12	-3	-82	-2	7
Cc1cc(=O)[nH]c(N2CCN(Cc3ccccc3)CC2)n1	0	-16[fluorescence artefact?]	-14	0.0	-3	1	7	11	8
CCC(OC(=O)CC1Sc2ccccc2NC1=O)C(=O)NCC1CCCO1 (stereo not given)	0	-1	14	1.4	9	11	3	-14	12
CCOC(=O)C1=C(CSc2nc(C)ccc2C#N)OC(N)=C(C#N)C1c1cccc(OC)c1OC (stereo not given)	0	-2[fluorescence artefact?]	-13	-0.2	4[fluorescence artefact?]	-6	14	7	13
Cc1nc2ccccc2n1CC(=O)OCC(=O)NCCc1ccccc1	3	1	3	0.1	9	-1	-3	-5	15
Cc1ccc(S(=O)(=O)Nc2cc(C(F)(F)F)ccc2N2CCOCC2)cc1C	4	10	3	1.2	8	6	5	13	5
CN(C)c1ncnc(N(C)C)c1[N+](=O)[O-]	-9	2	10	0.4	2	-16	16	-21	7
COc1ccc(C2=NN3C(C2)c2ccccc2OC3c2cccs2)cc1 (stereo not given)	22	1	11	1.6	1	-2	-2	-14	9
COc1ccc(-c2ccc(CCC(=O)O)n2NC(=O)c2ccc(C(C)(C)C)cc2)cc1	6	0	-53	0.4	-4	-3	.	17	5
O=C1NC2(CCCc3ccccc32)C(=O)N1CCOc1ccc(Br)cc1 (stereo not given)	-18	6[fluorescence artefact?]	28	-1.0	4[fluorescence artefact?]	2	2	23	9
COc1ccc(CCC(=O)O)c(O)c1	33	-16	-31	0.1	0	-10	0	25	15
Nc1cccc(-c2ccc(CO)o2)c1	20	-1	-83	7.3	-2	-8	5	-72&21	10&6
Cc1ccc(/C=N/NC(=O)CN2CCN(Cc3ccccc3Cl)CC2)o1	14	-3	-1	0.9	-3	-13	3	-25	12
c1ccc2c(-c3csc(-c4ccncc4)n3)c[nH]c2c1	16	1	-22	-2.3	-2	-1	-7	-27	7
Cc1onc(-c2ccccc2)c1C(=O)NC(=S)NNC(=O)c1ccccc1O	0	4	34	1.4	4	-17	-6	-12	4
O=C(O)c1csc(-c2cccc(Cl)c2)n1	25	-12	-23	0.0	69	-8	.	13	7
COc1ccccc1NC(=O)CSc1nnc(Cc2cc(=O)[nH]c(=O)[nH]2)n1-c1ccccc1	2	4	13	0.1	-4	1	-4	-5	4
Nn1c(SCC(=O)Nc2ccc3c(c2)OCO3)nnc1-c1ccc(Cl)cc1	1	-13	-4	0.0	7[fluorescence artefact?]	-4	-5	-3	7
CCOc1ccc(Cc2nnc(SCC(N)=O)n2C)cc1	0	3[fluorescence artefact?]	-27	-0.1	-1[fluorescence artefact?]	-7	0	4	9
COc1cc(C2c3c(-c4cc(C)cc(C)c4O)n[nH]c3C(=O)N2CCCO)cc(OC)c1OC (stereo not given)	-1	4	-30	-1.0	5	-14	-2	-6	9
O=C(Nc1ccc(Cl)cc1)N1CCN(c2ccc3nnc(-c4ccc(F)cc4)n3n2)CC1	-5	-19	-66	41	7	-11	5	-9	10
Cc1ccc(Cl)cc1N(CC(=O)N1CCCCCC1)S(C)(=O)=O	2	1[fluorescence artefact?]	-3	0.9	-4[fluorescence artefact?]	1	1	16	9
O=[N+]([O-])c1ccc(SCc2c(F)cccc2Cl)nc1	0	0	25	1.4	-6	-13	18	40	11
NCCCCCc1nnc(SC/C=C/c2ccccc2)o1	-1	-14	19	0.0	-8	8	1	-8	3
COc1ccc(NC(=O)c2sc(N)nc2-c2ccccc2)cc1	25	-2	-3	3.6	-6	-14	-3	-21	4
O=C(COc1cccc(F)c1)Oc1ccc(C(=O)c2ccccc2)cc1	3	2	-13	2.2	-13	-1	-5	-1	2
Cc1ccc(Cn2ncc(Cl)c(Cl)c2=O)cc1	0	-3	18	-1.2	-6	2	9	16	5
COc1ccc(NC(=O)COC(=O)Cc2c(F)cccc2Cl)cc1OC	23	0	10	7.1	-4	0	8	-30	3
CC(=O)Nc1ccc(S(=O)(=O)Nc2ccc(S(=O)(=O)N3CCCC3)cc2)cc1	-9	1[fluorescence artefact?]	-16	0.6	-5	3	-6	15&7	12&7

Among those listed so far, 8 have an aryl thioether with sulfur outside any ring:
SMILES	Hck Nef HTS	eIF4E-4G inh	m-calpain inh	zVAD death inh	14-3-3 Bad inh	Tb hexokinase	Rad51 HR inh	EP2 modulator	EP2 antag
O=C(CSc1cccc2cccnc12)N/N=C/c1ccncc1	27	-1	-47	7.1	-9	-3	18	-22	7
Cc1ccc(-n2ncc3c(=O)[nH]c(SCC(=O)N4CCCC4)nc32)cc1C	-4	6	1	.	-2	2	.	-1	3
CCOC(=O)C1=C(CSc2nc(C)ccc2C#N)OC(N)=C(C#N)C1c1cccc(OC)c1OC (stereo not given)	0	-2[fluorescence artefact?]	-13	-0.2	4[fluorescence artefact?]	-6	14	7	13
COc1ccccc1NC(=O)CSc1nnc(Cc2cc(=O)[nH]c(=O)[nH]2)n1-c1ccccc1	2	4	13	0.1	-4	1	-4	-5	4
Nn1c(SCC(=O)Nc2ccc3c(c2)OCO3)nnc1-c1ccc(Cl)cc1	1	-13	-4	0.0	7[fluorescence artefact?]	-4	-5	-3	7
CCOc1ccc(Cc2nnc(SCC(N)=O)n2C)cc1	0	3[fluorescence artefact?]	-27	-0.1	-1[fluorescence artefact?]	-7	0	4	9
O=[N+]([O-])c1ccc(SCc2c(F)cccc2Cl)nc1	0	0	25	1.4	-6	-13	18	40	11
NCCCCCc1nnc(SC/C=C/c2ccccc2)o1	-1	-14	19	0.0	-8	8	1	-8	3
